From PubChem
PTAP TSG101 blk: blocks PTAP/TSG101 interaction to inhibit HIV-1 budding. Q99816. Fluorescence polarization, FITC-PTAP peptide / Tsg101 binding. Potency, µM (series often up to 115 µM), for the others: top-dose activity change, negative = inhibition, usual class: inhibitors. 340,000 tested, under 10 active. AID 493005; active = well fitted inhibition curve with a large enough effect in the main read-out, with a control signal flat, not every such curve was filed as active; inconclusive = small, poorly fitted or top-dose-only effect, or effect the other way, or a change in a side signal; inactive = no such curve, though single readings can be large or run the other way; note: potency is the fitted concentration of half-maximal effect; % of control where 0% means no effect
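Steps: Tsg101 binding domain dispensed (10 uM final), compounds pinned in DMSO, FITC-labeled PTAP-motif peptide added (50 nM final); after 20 min binding at room temperature, polarization measured.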
TCR act: activators of T cell receptors. primary human leukocytes, anti-CD3, IL-2 HTRF, 48 h. 330,000 tested, under 10 active. AID 504894. Potency, µM (highest dose often 9.22 µM), for inactives: at the top dose activation of IL-2 secretion, most hits filed as activators; note: % of control where 0% means no effect
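Primary human leukocytes receive a-CD3 beads and test compound and are incubated 48 hr. Secreted IL-2 is then assayed by HTRF, measuring 665nm acceptor emission after 320nm excitation of the europium donor.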
MLL CXXC-DNA inh: MLL CXXC-DNA interaction inhibition; Q03164; MLL-CXXC / FITC-HOXA9 DNA fluorescence polarization; Potency, µM (highest dose often 115 µM), for the others: at the highest dose activity change, negative = inhibition, hits mostly inhibitors; hit rate 0.037% among 290,000; AID 2662; active = well fitted inhibition curve with a large enough effect in the polarisation, with a control signal flat, not every such curve was filed as active; inconclusive = small, poorly fitted or top-dose-only effect, or effect the other way, or a change in a side signal; inactive = no such curve, though single readings can be large or run the other way; the % refers to the polarisation; note: potency is the fitted concentration of half-maximal effect
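Steps: dispense CXXC domain solution (7 uM) → pin compounds or unlabeled HOX-A9 DNA control → 5 min ambient → add FLSN-HOX-A9 solution (50 nM) → spin → 30 min ambient → fluorescence polarization. Tris pH 7.5/NaCl/DTT/BSA buffer.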
BRCA1 expr act: BRCA1 expression activation; MCF7-BRCA1-FFLuc reporter, luminescence, 48 h; response scale: scaled: vehicle 0%, 10 µM genistein 100%; Potency, µM (top dose mostly 46.1 µM), inactives show at the highest dose activation, most hits filed as activators; hit rate 1.1% among 380,000; note: potency is the fitted concentration of half-maximal effect; nearly all actives have a fitted effect of over 80% in size; some results filed as inactive show a strong effect at the top dose
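First, MCF7-BRCA1-FFLuc cells (2000/well) attach for 2 h; next, compounds are pin-added and incubated 48 h at 37 °C; finally, luciferase reagent is added and luminescence read after 15 min.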
A-T KAP1 phos: candidate therapy for ataxia-telangiectasia | AID 485349 | hit rate 0.19% among 320,000 | Potency, µM (highest dose often 57.5 µM), for the others: at the highest dose activation, hits mostly activators | […] A-T fibroblasts, KAP-1 phosphorylation AlphaLISA; neocarzinostatin DNA damage 30 min before lysis; note: potency is the fitted concentration of half-maximal effect; % of control where 0% means no effect; nearly all actives have a fitted effect of over 45% in size
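hTERT-immortalized A-T patient fibroblasts ([…]), 500 cells/well in OPTI-MEM, 1% FBS, got compounds for 60 min, then NCS for 30 min at 37C. Lysates were then assayed for phospho-KAP-1 by AlphaLISA (anti-pKAP1 donor, anti-KAP1 acceptor beads), 6 hr at 25C.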
p53 reactivation: restores transcriptional activity of mutant p53; AID 504706; hit rate 0.063% among 320,000; Potency, µM (highest dose often 92.2 µM), without a hit: top-dose activity change, positive = activation, usual class: activators; H1299 p53-A138V BP100-luciferase reporter, luminescence, 24 h; note: potency is the fitted concentration of half-maximal effect; % of control where 0% means no effect; nearly all actives have a fitted effect of over 45% in size
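H1299 (p53-null), stable ts p53-A138V + BP100-Luc; 1000 cells/well, Opti-MEM/10% FBS; cpd 4 pt, 1:5; 24 h, 37 deg C, 5% CO2; detection reagent 10 min RT; luminescence.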
TRPV1 ag: human TRPV1 agonism; hit rate 0.19% among 320,000; AID 540275; Q8NER1; TRPV1-expressing cells, Fluo-8 calcium influx, agonist mode; activation, % at 8.33 µM; in the data active = activation above about 80%; inconclusive = between about 30% and that limit; note: 0% is about no effect
Target sequence (Q8NER1 whole entry, looked up): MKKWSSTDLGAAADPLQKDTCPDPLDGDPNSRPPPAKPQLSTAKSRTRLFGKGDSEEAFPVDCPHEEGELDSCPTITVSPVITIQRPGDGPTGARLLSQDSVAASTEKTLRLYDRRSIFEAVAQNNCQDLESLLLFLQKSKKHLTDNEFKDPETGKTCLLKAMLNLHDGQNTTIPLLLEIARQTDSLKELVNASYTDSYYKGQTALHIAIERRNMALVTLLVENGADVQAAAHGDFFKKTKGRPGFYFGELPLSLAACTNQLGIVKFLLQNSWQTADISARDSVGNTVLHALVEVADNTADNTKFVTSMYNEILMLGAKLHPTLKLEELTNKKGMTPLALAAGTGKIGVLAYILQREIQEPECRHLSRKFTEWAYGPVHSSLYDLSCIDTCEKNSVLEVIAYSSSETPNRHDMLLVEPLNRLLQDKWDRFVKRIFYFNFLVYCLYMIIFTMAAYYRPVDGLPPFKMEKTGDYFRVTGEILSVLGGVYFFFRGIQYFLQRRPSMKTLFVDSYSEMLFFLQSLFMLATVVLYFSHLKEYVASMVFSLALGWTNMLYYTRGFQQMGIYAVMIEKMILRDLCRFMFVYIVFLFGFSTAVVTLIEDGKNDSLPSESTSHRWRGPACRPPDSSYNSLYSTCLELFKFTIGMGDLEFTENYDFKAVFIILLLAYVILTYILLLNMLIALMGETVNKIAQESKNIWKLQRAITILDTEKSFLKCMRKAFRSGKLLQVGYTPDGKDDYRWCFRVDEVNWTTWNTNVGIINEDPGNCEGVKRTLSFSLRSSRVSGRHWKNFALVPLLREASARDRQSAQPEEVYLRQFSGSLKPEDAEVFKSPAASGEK
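TRPV1-expressing cells were cultured overnight at 35.5C and loaded with Fluo-8 calcium dye for 40 to 90 min at room temperature. After a 10 s baseline, compound was added and calcium influx was read kinetically for 3 min (ex 480/em 520 nm).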
B2AR arrestin: agonists driving beta-arrestin recruitment to human beta2-adrenergic receptor; P07550; beta-arrestin recruitment to beta2AR, cell-based reporter; Potency, µM (titrated, usually from 46.1 µM), for the others: top-dose activation, usual class: activators; hit rate 0.02% among 330,000; AID 492947;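 note: potency is the fitted concentration of half-maximal effect; 0% = DMSO controls and full agonism = EC100 isoproterenol or metaproterenol; nearly all actives have a fitted effect of over 65% in size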
a7 integrin act: activates integrin-mediated alleviation for muscular dystrophy; Potency, µM (titrated, usually from 38.3 µM), for inactives: at the top dose activation, actives largely listed as activators; hit rate 0.064% among 350,000; alpha7betagal myoblasts, beta-gal FDG fluorescence, 48 h; AID 624291;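 note: potency is the fitted concentration of half-maximal effect; 100% = response of the positive control SU9516; nearly all actives have a fitted effect of over 60% in size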
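alpha7betagal+/- myoblasts (passage 13, 250/well) treated 48 h at 37C with compounds at 1:260 dilution of DMSO stock. Lysed, then beta-galactosidase activity read as FDG fluorescence (ex 480/em 540) after 30 min, with pre-read for autofluorescence.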
ELG1 repair inh: blocks ELG1-dependent DNA repair in HEK293T cells | HEK293T ELG1-luciferase reporter, luminescence, 16 h; DNA damage induced by 5-fluorouridine | Potency, µM (titrated, usually from 46.1 µM), for the others: top-dose activity change, negative = inhibition, hits mostly inhibitors | hit rate 2.3% among 330,000 | AID 504467; note: potency is the fitted concentration of half-maximal effect; % is set by controls: 0 for no effect and ±100 for the full control effect; nearly all actives have a fitted effect of over 55% in size
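DMSO vehicle served as the neutral condition. Each well held 2,000 cells given 5-fluorouridine plus compound; after 16 hr at 37 °C/5% CO2, ONE-Glo was added and luciferase measured 30 min later.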
The depositor's hits bear a star; ? = inconclusive; / = no result given; & = joins results of further samples; [ ] = dose if it differs, or a comment. Unless noted, calls come from the whole dose curve; as a rule, active = well fitted curve in the direction sought with a large enough effect; inconclusive = small, poorly fitted or top-dose-only effect, or another doubt; inactive = no such curve, though single readings can be large; an effect the other way counts as inactive or inconclusive. Compounds were not picked by outcome. Share with any hit: about 3.8%.

Compound | PTAP TSG101 blk | TCR act | MLL CXXC-DNA inh | BRCA1 expr act | A-T KAP1 phos | p53 reactivation | TRPV1 ag | B2AR arrestin | a7 integrin act | ELG1 repair inh
CC(=O)Nc1ccc(NC(=O)CN(C)CCC#N)cc1 | -2.5% | -1.7% | 0.3% | -16.3% | 3.5% | 2.1% | -4.2 | -0.8% | 7.7% | 4.3%
CSc1ccccc1NC(=S)Nc1cc(C)cc(C)c1 | -0.9% | 0.5% | -13.7% | 40.5% | -3.2% | -0.3% | 0.6 | 0.4% | 3.9% | 19.3%
CC1CN(S(=O)(=O)c2cc(C(=O)NC(C)c3cccnc3)ccc2Cl)CC(C)O1 (stereo not given) | -3.2% | -0.2% | / | -17.3% | 4.4% | 0.1% | / | -0.3% | 34.9% | 0.0%
Cc1nc(NC(=O)C2CC2)sc1C(=O)NC1CCCCC1 | -4.4% | -0.8% | 4.4% | -6.5% | 0.9% | -1.3% | -1.2 | -0.1% | 11.3% | 3.2%
CC1(C)C(=O)NCCN1C(=O)CCC(=O)O | -7.9% | -0.4%[46.1 µM] | -0.3% | 10.8% | -0.3% | -8.4% | 0.1 | 0.0% | 14.4% | 0.1%
O=C(c1ccccc1Sc1c(Cl)cccc1[N+](=O)[O-])N1CCOCC1 | -2.7% | 1.1%[46.1 µM] | -0.6% | 9.3% | -8.3% | -6.6% | 1.5 | 1.6% | -11.9% | 3.9%
O=C(N/C(=C/c1ccccc1Cl)C(=O)N1CCCC1)c1ccccc1 | -1.8% | -5.6% | -3.1% | 22.8% | 1.0% | -0.2% | 15.0 | -0.1% | 1.2% | 5.2%
CCOC(=O)C1CCN(C(=O)C2CCC(=O)N(CC3CCCCC3)C2)CC1 (stereo not given) | -3.5% | 1.0% | -1.6% | -4.1% | 5.4% | -2.9% | -3.3 | 0.0% | 18.9% | 1.4%
Cc1c(NC(=O)C(C)SC(=S)N2CCCC2)c(=O)n(-c2ccccc2)n1C (stereo not given) | -1.5% | 9.3% | / | -12.5% | 17.3% | -8.4% | -7.2 | -0.1% | -8.4% | 0.7%
COC(=O)C1CCN(C(=O)COc2ccc(N(C)S(=O)(=O)c3ccc(C)cc3)cc2)CC1 | -7.7% | -5.8% | / | -13.5% | -2.7% | -4.0% | 7.3 | -0.2% | 13.0% | -9.2%
Cc1cccc(N2C(=O)C(Cc3ccccc3)NC2=S)c1 (stereo not given) | 1.3% | -32.4%[inhibitor][46.1 µM] | 15.3% | 60.1% | 8.1% | 4.2% | 5.5 | -0.7% | -19.3% | 3.8%
CCOc1ccccc1NC(=O)CCNS(=O)(=O)c1cccc2nonc12 | -2.3% | -4.8% | 0.1% | 1.1%&-2.3% | -4.5% | 26.3% | 0.2 | -0.3% | -3.7% | -10.9%
CNc1nc(OCCNC(=O)Nc2ccccc2)nc(N2CCOCC2)n1 | -0.1% | -0.6% | 11.7% | -16.9% | / | 2.3% | 13.4 | 2.9% | -16.4% | -8.3%
c1ccc(C2=Nn3c(nnc3-c3cccnc3)SC2)cc1 | -0.5% | 2.0% | -1.6% | -33.8% | 2.5% | 0.6% | 0.7 | -0.4% | 13.1% | ?
O=C(COc1ccc(F)cc1)Nc1ccc2c(c1)OCCO2 | -5.0% | 2.6% | ? | 96.8% | 2.3% | 22.4% | 3.6 | 0.3% | ? | ?
O=C(O)CCCC(=O)N1CCC(C(O)(c2ccccc2)c2ccccc2)CC1 | -2.2% | 4.0% | -27.6% | -5.5% | 4.1% | 8.4% | 5.6 | -0.3% | 4.2% | 10.3%
CC(C)C(=O)NC(=S)Nc1ccc(S(=O)(=O)NC(C)(C)C)cc1 | -1.1% | -5.7% | 1.8% | -8.1% | -4.8% | -2.8% | -4.6 | -0.2% | 29.5% | -16.7%
CN(Cc1ccccc1)C(=O)c1cccc(NC(=O)Cc2ccc(NC(=O)C3CCN(C(=O)C4CCC4)CC3)cc2)c1 | 0.3% | 3.2% | / | -15.5% | / | / | / | / | -17.0% | /
Cn1ncc([N+](=O)[O-])c1C(=O)N/N=C/c1cccc([N+](=O)[O-])c1 | -1.6% | 1.7% | -4.6% | 3.7% | 4.6% | 4.6% | -6.6 | 0.0% | 0.7% | 9.2%
CN(c1ccccc1)S(=O)(=O)c1cccc(C(=O)NCc2ccccc2CN2CCCC2)c1 | -0.4% | / | / | -22.6% | -0.9% | -11.4% | 2.6 | -0.1% | -51.9%[inhibitor] | 0.2%
Oc1ccc(/C=N/Nc2nc(-c3ccc(Cl)cc3)cc(C(F)(F)F)n2)cc1 | -4.1% | 2.2%[46.1 µM] | 8.6% | -82.7% | 10.7% | -4.1% | 25.4 | -0.4% | -48.3%[inhibitor] | 25.9µM*
c1ccc2c(COn3nnc4ccccc43)cccc2c1 | / | / | 200.7%[activator] | 45.6% | / | ? | ? | 0.2% | 32.3% | ?
CCCc1cc(N2CCOCC2)n2nc(C)c(-c3ccccc3)c2n1 | -2.0% | -2.4% | -18.5% | -4.1% | 8.9% | 0.8% | -1.6 | -0.7% | -17.9% | ?
COc1ccc2sc(-c3ccc(N(C)C)cc3)c(C#CC(C)(C)O)c2c1 | -2.4% | 13.7% | / | -17.5% | 31.6µM* | 2.0% | 1.0 | -1.1% | -17.5% | 0.0%
CCCN(CCC)Cc1c(C(=O)N/N=C/c2ccc(C)o2)nnn1-c1nonc1N | -1.2% | -1.0% | -1.1% | -0.2% | 0.4% | -2.5% | ? | 0.0% | -1.7% | -2.2%
O=C(NCc1cccs1)C(=O)NCC(c1ccco1)N1CCN(c2ccc(F)cc2)CC1 (stereo not given) | -2.9% | -1.6% | 2.1% | 0.0% | 1.8% | -5.5% | 2.9 | -0.2% | -3.3% | ?
Cn1cc(CN2CCC[C@H]2CO)c(-c2cccc(Cl)c2)n1 | 0.5% | -0.8% | -12.7% | 8.7% | 0.9% | -0.6% | 2.3 | 0.1% | -28.4% | 7.8%
CCn1c(C)cc(C(=O)COC(=O)c2ccccc2[N+](=O)[O-])c1C | -0.3% | 1.9% | / | -80.1%[inhibitor] | -2.3% | -15.0% | / | -0.7% | -1.4% | /
Cc1[nH]cnc1C(=O)N/N=C/c1ccc([N+](=O)[O-])s1 | -4.2% | 2.1% | -7.3% | -86.3% | 0.3% | ? | ? | -0.3% | -45.6% | ?
CSC1=C(C#N)C(c2ccccc2Cl)C(C(C)=O)=C(C)N1 (stereo not given) | -6.7% | -1.2%[46.1 µM] | -2.0% | -28.9% | -0.4% | -15.7% | -6.1 | 0.0% | -44.3% | -18.0%
CCc1ccc(C(=O)Nn2c(C)nc3ccccc3c2=O)cc1 | 1.8% | 3.9% | 7.5% | -22.2% | 2.2% | 0.0% | 20.1 | -0.1% | ? | 2.8%
CCSc1c(-c2ccccc2)nc2c(C)cccc2c1C(=O)O | -3.4% | -2.9% | -20.1% | -16.4% | 9.1% | 2.9% | 1.3 | -0.6% | 5.1% | 2.1%
COC(=O)COc1cccc(NC(=O)c2cccc(C)c2)c1 | -2.9% | -0.7% | ? | 2.7% | -4.4% | -3.5% | 15.8 | -0.1% | 0.1% | 14.6%
Cc1cccc(Nc2nc(-c3ccc(F)cc3)cs2)n1 | -1.4% | / | 0.7% | -48.6% | 20.2% | 27.1% | 0.6 | 0.0% | 5.4% | ?
COc1ccccc1CCN1CCCC(CN(C)C(=O)CCC(=O)N(C)C)C1 (stereo not given) | -0.6% | 12.5% | 0.5% | -49.8% | 3.8% | ? | 1.2 | -0.5% | 23.7% | 12.1%
O=C1/C(=C/c2ccncc2)SC(=S)N1N1CCOCC1 | -1.6% | 1.5% | -22.5% | -1.9% | 7.0% | 5.3% | 15.2 | -0.1% | 19.0% | 18.9%
O=C(O)c1ccccc1/C=N/Nc1ccc(S(=O)(=O)N2CCOCC2)cc1[N+](=O)[O-] | ? | 0.9% | -14.0% | 6.7% | -6.3% | 3.7% | -1.0 | -0.6% | 8.0% | 3.0%
COc1ccc(OCCCC(=O)NCc2ccco2)cc1 | -9.6% | -15.3% | 2.1% | 9.0% | 1.0% | 11.3% | -3.7 | -0.3% | -5.8% | 14.1%

Full records as entered above. Screens in order: PTAP TSG101 blk, TCR act, MLL CXXC-DNA inh, BRCA1 expr act, A-T KAP1 phos, p53 reactivation, TRPV1 ag, B2AR arrestin, a7 integrin act, ELG1 repair inh
`COc1ccccc1CCN1CCCC(CN(C)C(=O)CCC(=O)N(C)C)C1` (stereo not given) as listed: -0.6%, 12.5%, 0.5%, -49.8%, 3.8%, ?, 1.2, -0.5%, 23.7%, 12.1%
`CCc1ccc(C(=O)Nn2c(C)nc3ccccc3c2=O)cc1` as listed: 1.8%, 3.9%, 7.5%, -22.2%, 2.2%, 0.0%, 20.1, -0.1%, ?, 2.8%
`COc1ccc(OCCCC(=O)NCc2ccco2)cc1` as listed: -9.6%, -15.3%, 2.1%, 9.0%, 1.0%, 11.3%, -3.7, -0.3%, -5.8%, 14.1%
